# PKM2 activator – activators of human pyruvate kinase M2. P14618. purified PKM2, Kinase-Glo ATP luminescence, activation; response scale: 0% is enzyme alone, no compound. Potency, µM (doses to about 57.5 µM), without a hit: at the top dose activation, hits mostly activators. 0.34% of 260,000 active. AID 1631; further: potency means the concentration at half of the fitted maximal effect; on the % scale 0 is the no-effect control and ±100 the full control effect; nearly all actives have a fitted effect of over 55% in size
#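 Purified hPK-M2 (>95%) run at intermediate activity with 0.1 mM ADP and 0.5 mM PEP in 50 mM imidazole pH 7.2, KCl, MgCl2; 1 h room temperature. ATP formed read by Kinase-Glo luminescence; normalized to uninhibited and no-enzyme controls.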
# KCNH2 3.1 block – KCNH2 3.1 (human) potassium channel inhibition; U2OS KCNH2 3.1, thallium flux FluxOr; active compounds read low; activity change, % (tested at about 1.8 µM); 0.95% of 340,000 active; AID 720553;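 active means maximum activity change below -70%; inconclusive means maximum activity change from -70% to -50%; inactive means maximum activity change above -50%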;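 further: thallium influx rate constant from kinetic fluorescence after stimulation buffer; on the % scale 0 is the no-effect control and ±100 the full control effect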
#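 Steps: virus added to U2OS suspension (4 h, RT, dark); medium with 10% FBS added, cells plated, 37 C overnight; FluxOr/Red40 loading buffer 45 min RT; stimulation buffer, 2 min kinetic read; rate constant normalized.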
# ELG1 DNA repair – blocks ELG1-dependent DNA repair in HEK293T cells; 2.3% of 330,000 active; HEK293T ELG1-luciferase reporter, luminescence, 16 h; DNA damage induced by 5-fluorouridine; Potency, µM (top dose mostly 46.1 µM), for inactives: at the highest dose activity change, negative = inhibition, hits mostly inhibitors; further: potency means the concentration at half of the fitted maximal effect; on the % scale 0 is the no-effect control and ±100 the full control effect; nearly all actives have a fitted effect of over 55% in size
#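 Luminescence from the luciferase reporter, measured 30 min after ONE-Glo reagent at room temperature, was the read-out. Beforehand, 2,000 cells per well were exposed for 16 hr at 37 °C to 5-fluorouridine together with compound or vehicle.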
# VP16 counter – counter-screen for ROR gamma inhibitors: Gal4-VP16 reporter; Drosophila S2 Gal4-VP16 UAS-luciferase, luminescence, 20 h; Potency, µM (titrated, usually from 53.6 µM), for inactives: at the highest dose activity, negative = inhibition, usual class: inhibitors; 3.5% of 310,000 active; AID 2546;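 further: Gal4-VP16 expression switched on by copper sulfate through the metallothionein promoter; potency means the concentration at half of the fitted maximal effect; on the % scale 0 is the no-effect control and ±100 the full control effect; nearly all actives have a fitted effect of over 50% in size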
# Menin MLL FP TR – displaces Texas Red mutant MLL peptide from human menin. O00255. Menin + Texas Red MLL mutant peptide, fluorescence polarization. Potency, µM (doses to about 61.6 µM), without a hit: at the highest dose FP activity change, negative = inhibition, hits mostly inhibitors. 0.23% of 270,000 active. AID 1768; active means well fitted inhibition curve with a large enough effect in the polarisation, with a control signal flat, not every such curve was filed as active; inconclusive means small, poorly fitted or top-dose-only effect, or effect the other way, or a change in a side signal; inactive means no such curve, though single readings can be large or run the other way; the % refers to the polarisation; further: potency means the concentration at half of the fitted maximal effect; % of control where 0% means no effect; many of its hits are not listed in these tables
# Target sequence (O00255 whole entry, looked up): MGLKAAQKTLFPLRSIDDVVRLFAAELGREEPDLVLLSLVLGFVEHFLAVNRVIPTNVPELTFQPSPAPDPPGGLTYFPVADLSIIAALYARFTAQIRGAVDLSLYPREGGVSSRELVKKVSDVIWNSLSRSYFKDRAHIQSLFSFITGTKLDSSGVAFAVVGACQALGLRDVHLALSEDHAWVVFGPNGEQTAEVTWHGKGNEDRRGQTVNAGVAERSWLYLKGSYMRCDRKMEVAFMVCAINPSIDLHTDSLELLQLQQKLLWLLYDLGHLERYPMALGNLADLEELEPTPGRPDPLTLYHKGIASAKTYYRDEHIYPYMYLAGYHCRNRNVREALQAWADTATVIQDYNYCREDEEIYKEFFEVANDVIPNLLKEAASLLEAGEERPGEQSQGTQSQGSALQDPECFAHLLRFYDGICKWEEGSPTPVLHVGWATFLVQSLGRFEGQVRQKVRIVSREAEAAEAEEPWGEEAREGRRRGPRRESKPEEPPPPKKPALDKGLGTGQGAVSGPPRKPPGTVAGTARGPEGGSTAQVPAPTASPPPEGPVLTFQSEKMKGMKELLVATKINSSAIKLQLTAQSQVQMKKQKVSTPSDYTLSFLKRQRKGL
# RORgamma inh – inhibitors of mouse ROR gamma transcriptional activity; Drosophila S2 Gal4-RORgamma UAS-luciferase reporter, 20 h; Potency, µM (top dose mostly 53.6 µM), without a hit: at the top dose activity change, negative = inhibition, actives largely listed as inhibitors; 5.4% of 310,000 active; further: potency means the concentration at half of the fitted maximal effect; on the % scale 0 is the no-effect control and ±100 the full control effect; nearly all actives have a fitted effect of over 60% in size
#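 A Gal4/UAS one-hybrid system in insect cells: metallothionein-promoter Gal4–ROR gamma fusion plus Photinus luciferase reporter. Copper sulfate 700 uM final, 20 hr ambient incubation, luminescent detection after 10 min with reagent.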
# MBNL1-CUG inh – inhibitors of human MBNL1 binding to CUG repeat RNA; Q9NR56; TR-FRET MBNL1-His/biotin-(CUG)12 binding, 665/545 ratio; Potency, µM (series often up to 57.5 µM), inactives show at the highest dose activity change, negative = inhibition, actives largely listed as inhibitors; 0.036% of 280,000 active; AID 2675; active means well fitted inhibition curve with a large enough effect in the signal ratio, with a control signal flat, not every such curve was filed as active; inconclusive means small, poorly fitted or top-dose-only effect, or effect the other way, or a change in a side signal; inactive means no such curve, though single readings can be large or run the other way; the % refers to the signal ratio; further: potency means the concentration at half of the fitted maximal effect; on the % scale 0 is the no-effect control and ±100 the full control effect
# Target sequence (Q9NR56 whole entry, looked up): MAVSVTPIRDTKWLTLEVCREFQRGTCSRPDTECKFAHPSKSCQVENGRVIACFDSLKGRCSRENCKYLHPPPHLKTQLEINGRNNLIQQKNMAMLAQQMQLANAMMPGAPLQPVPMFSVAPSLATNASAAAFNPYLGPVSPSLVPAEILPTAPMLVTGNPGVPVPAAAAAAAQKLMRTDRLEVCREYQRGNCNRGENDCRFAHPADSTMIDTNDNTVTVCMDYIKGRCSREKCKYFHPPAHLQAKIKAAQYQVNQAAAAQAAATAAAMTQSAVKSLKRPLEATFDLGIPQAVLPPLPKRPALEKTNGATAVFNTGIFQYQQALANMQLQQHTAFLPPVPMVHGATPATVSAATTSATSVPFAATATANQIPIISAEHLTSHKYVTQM
#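 Ratiometric TR-FRET (665 over 545 nm, excitation 340 nm) tracks disruption of MBNL1-His/biotin-(CUG)12 complex after 60 min at room temperature, with compounds at 92 nM to 58 uM final.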
# FLuc counter – firefly luciferase modulation, counter-screen for miR-21 project; P08659; purified FLuc, Km substrates, luminescence inhibition; 6.9% of 360,000 active; Potency, µM (titrated, usually from 57.5 µM), for inactives: at the highest dose activity change, negative = inhibition, usual class: inhibitors;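 further: potency means the concentration at half of the fitted maximal effect; plate controls were vehicle for no effect and reference inhibitor for full effect; nearly all actives have a fitted effect of over 55% in size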
#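 Purified P. pyralis luciferase, 10 nM final, with Km-level 10 uM D-luciferin and 10 uM ATP in 50 mM Tris acetate pH 7.5, 10 mM Mg acetate, 0.01% Tween-20, 0.05% BSA; 6-point qHTS titration about 60 µM downward; luminescence read.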
# Rab9 promoter act – Rab9 promoter activation | Huh7 Rab9 promoter-luciferase reporter, luminescence, 24 h | Potency, µM (top dose mostly 9.22 µM), for the others: top-dose activation, negative = inhibition, actives largely listed as activators | 2.8% of 320,000 active; further: potency means the concentration at half of the fitted maximal effect; % of control where 0% means no effect; nearly all actives have a fitted effect of over 60% in size
#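 Measured in stably transfected Huh7 cells bearing a Rab9 promoter–luciferase construct: 24 h compound treatment at 37 °C, followed by luminescence detection.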
# NPC1 promoter act – activators of NPC1 promoter | AID 485313 | Huh7 NPC1 promoter luciferase reporter, 24 h | 2.4% of 320,000 active | Potency, µM (highest dose often 9.22 µM), inactives show at the top dose activation, usual class: activators;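 further: potency means the concentration at half of the fitted maximal effect; % of control where 0% means no effect; nearly all actives have a fitted effect of over 60% in size; reporter is driven by a mutant NPC1 promoter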
#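 Readout is luciferase luminescence, reflecting NPC1 promoter activation in stably transfected Huh7 cells after 24 h compound exposure at 37 °C in reduced-serum medium with 10% FBS.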
# Mito fusion act – mitochondrial division inhibition or fusion activation. S. cerevisiae fusion-defective mutant growth rescue, CellTiterGlo 48 h. Potency, µM (highest dose often 46.1 µM), inactives show at the top dose growth rescue (activation), most hits filed as activators. 0.23% of 320,000 active;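 further: potency means the concentration at half of the fitted maximal effect; % of control where 0% means no effect; nearly all actives have a fitted effect of over 45% in size; temperature-sensitive fusion mutants such as fzo1-1 at 37 °C on non-fermentable ethanol glycerol medium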
#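 Read-out: ATP-based luminescence (CellTiterGlo, 10 min ambient) reporting growth of fusion-defective ts yeast after 48 hours at 37C on glycerol/ethanol YPEG medium in the presence of compound.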
# * marks the source's active call; other numbers are inactive results; ? = inconclusive; / = no result given; & = joins results of further samples; [ ] = remark or other dose. Unless noted, the call rests on the fitted dose curve; in most records, active means well fitted curve in the direction sought with a large enough effect; inconclusive means small, poorly fitted or top-dose-only effect, or another doubt; inactive means no such curve, though single readings can be large; an effect the other way counts as inactive or inconclusive. An excerpt. The share of hits here may be higher or lower than overall.
SMILES,PKM2 activator,KCNH2 3.1 block,ELG1 DNA repair,VP16 counter,Menin MLL FP TR,RORgamma inh,MBNL1-CUG inh,FLuc counter,Rab9 promoter act,NPC1 promoter act,Mito fusion act
CC(C)CCNC(=O)C1CCN(S(=O)(=O)c2ccc3nc4c(c(C(=O)O)c3c2)CCCCC4)CC1,/,-8,-2%,-5%,4%,-2%,0%,2%,4%,-4%,-3%
CCOC(=O)N1CCN(S(=O)(=O)c2ccc(C)cc2)C1,-3%,12,5%,-4%,/,18%,/,2%,-1%,1%,1%
Cc1ccc(S(=O)(=O)Oc2ccc3ccc(O)cc3c2)cc1,-1%,6,8%,-2%,?,1%[1.91 µM],4%,-15%,-2%,-3%,5%
CC(=O)NC(CCCN1C(=O)c2ccccc2C1=O)c1nnn(C)n1 (stereo unspecified),5%,7,1%,3%,-6%,11%,11%,3%,-7%,?,-4%
CC(=O)Nc1ccc(NC(=O)C(C)OC(=O)CCCOc2ccc(Cl)cc2C)cc1 (stereo unspecified),/,-25,17%,/,/,/,/,-13%,-4%,0%,4%
CN(C)C1(CNC(=O)C2CCC(=O)N(Cc3ccc(Cl)cc3)C2)CCCCC1 (stereo unspecified),/,-6,0%,8%,/,-5%,-4%,-3%,0%,-4%,-7%
Cc1ccccc1NCC(=O)N/N=C/C(Br)=C/c1ccccc1,9%,4,1%,?,?,?,2%,1%,1%,-6%,0%
COc1ccc(NC(=S)N2CCc3ccccc32)cc1OC,0%,-6,?,?,/,8.9µM*,-8%,?,0%,3%,-13%
COc1cccc(CC2(CO)CCCN(Cc3cc4ccccc4[nH]3)C2)c1 (stereo unspecified),0%,-26,6%,11%,-7%,12%,-1%,1%,7%,0%,4%
O=C(OCC#CCSc1nc2ccccc2s1)c1ccco1,16%,7,?,?,25%,?,-4%,-8%,18%,21%,4%
O=[N+]([O-])C(=C1Nc2ccccc2N1)C(Cl)=C(Cl)Cl,-3%,9,?,?,17%,11µM*,1%,-17%,-6%,-9%,-9%
O=C(O)[C@]1(S(=O)(=O)c2ccccc2)C[C@@H]2ON=C(c3cccc(Br)c3)[C@@H]2C1,0%,-9,20%,-16%,16%,24%,-5%,-5%,-2%,-1%,0%
Cc1cc(OC(C)C(=O)Nc2cccnc2)ccc1Cl (stereo unspecified),3%,3,-5%,-11%,8%,22%,-2%,-2%,2%,1%,13%
O=C(Nc1cc(Cl)ccc1-n1cncn1)c1cn2ccccc2n1,/,15,11%,/,/,/,/,0%,21%,11%,5%
CCCSCCCNC(=O)c1ccc(NC(=O)C2=CSCCO2)cc1,/,3,3%,8%,/,14%,1%,-3%,0%,2%,9%
COc1cc(C2NC(=O)NC(C)=C2C(C)=O)cc(OC)c1OC (stereo unspecified),3%,-6,-9%,-12%,-1%,14%,-23%,5%,-5%,0%,4%
Cn1c(=O)c2c(nc(NCc3ccccc3)n2CC(=O)NCc2ccccc2)n(C)c1=O,-3%,8,-17%,-7%,2%,-5%,-2%,12%,-5%,3%,1%
Cc1nc2ccccc2c(=O)n1Nc1cccc(Cl)c1,23%,1,10%,2%,-13%,40%,-21%,11%,1%,-7%,-1%
COc1ccc(C(=O)NC(CCSC)C(=O)NCc2nnc3ccccn23)cc1 (stereo unspecified),/,2,10%,/,/,/,/,3%,1%,-5%,-5%
CCOC(=O)C1CCCN(C(=O)c2cccc(S(=O)(=O)N3CCOCC3)c2)C1 (stereo unspecified),1%,9,-5%,-6%,10%,3%,-5%,-3%,3%,-1%,2%
COc1ccc(C2CC(=O)C=C(O)C2)cc1 (stereo unspecified),-3%,5,5%,-9%,0%,-4%,?,4%,-3%,-3%,7%
C/C(COc1ccccc1)=N\NC(=O)c1nnn(-c2nonc2N)c1CSc1ccccc1,/,-7,12%,-3%,?,-43%,4%,-2%,-1%,-1%,1%
CC12CN3CCN(CC(C3)/C1=N/NC(=O)Nc1ccccc1)C2,-5%,-14,?,-2%,0%,-1%,-15%,-14%,-8%,-3%,2%
COc1ccc(C(=O)Cn2c(NCCO)nc3ccccc32)cc1,1%,-17,6%,8%,-2%,-17%,-1%,-1%,-2%,-1%,2%
COC(=O)c1ccccc1NC(=O)c1nc2nc(C)cc(C)n2n1,-3%,4,-29%,-13%,?,-3%,1%,5%,-1%,6%,8%
SMILES,PKM2 activator,KCNH2 3.1 block,ELG1 DNA repair,VP16 counter,Menin MLL FP TR,RORgamma inh,MBNL1-CUG inh,FLuc counter,Rab9 promoter act,NPC1 promoter act,Mito fusion act
COc1ccc(-c2nnn(CC(=O)N(CCO)C(C(=O)NC3CCCC3)c3ccc(F)cc3)n2)cc1 (stereo unspecified),?,11,3%,-6%,-5%,14%,-4%,-3%,-2%,9%,-1%
O=C(O)Cc1cccc2ccccc12,/,10,?,-4%&-15%,-8%,0%[10 µM],/,2%,-4%,1%,-9%
Cn1ccc(C(=O)NC(=S)Nc2ccc([N+](=O)[O-])cc2O)n1,/,-6,?,-2%,/,?,?,12µM*,2.8µM*,2.2µM*,0%
CC(C)NC(=S)NC(c1ccccc1)(c1ccccc1)c1ccccc1,0%,-43,?,3.2µM*,3%,?,4%,-3%,-8%,-18%,-1%
CC(Nc1n[nH]c(=S)[nH]c1=O)C(=O)OCc1ccccc1 (stereo unspecified),1%,5,-1%,4%,7%,-13%,24%,0%,6%,-1%,2%
CCOC(=O)N1CCN(S(=O)(=O)c2ccc3c(c2)CCN3C(=O)C2CCC2)CC1,-5%,-1,24%,9%,-22%,-8%,-6%,0%,1%,0%,-2%
CC(C)Oc1ccc(/C(O)=C2/C(=O)C(=O)N(CCN3CCOCC3)C2c2ccccc2)cc1 (stereo unspecified),-11%,0,?,4%,-1%,9%,26%,-12%,-6%,5%,1%
COC(=O)C1=C(C)NC(=O)NC1c1ccsc1 (stereo unspecified),-14%,-8,-13%,0%,-7%,-10%,1%,1%,-2%,2%,-1%
CCn1nc(NC(=O)c2cccnc2)c2cc3cccc(C)c3nc21,-3%,-2,-4%,5%,12%,1%,12%,3%,-7%,-2%,11%
CC#CCN(Cc1ccco1)C(=O)c1ccc(OC2CCN(Cc3ccccn3)CC2)cc1,5%,3,9%,2%,/,-1%,-3%,4%,0%,10%,-6%
Cc1occc1C(=O)n1nnc2ccccc21,-3%,-16,/,?,-1%,?,-4%,?,/,/,-4%
O=S(=O)(c1ccc(-c2cnc(C3CC3)o2)cc1)N1CCN(c2ccccc2)CC1,/,21,?,-8%,/,-9%,-5%,1%&1%,-3%,2%,2%
COCCN1CC(=O)N2C(c3cccc(C)c3)c3[nH]c4ccccc4c3C[C@H]2C1=O (stereo partly specified),/,9,0%,-11%,?,10%,-1%,0%,-2%[1.84 µM],3%,-12%
COCCN(CC(=O)NCc1ccccc1)C(=O)CCC(=O)Nc1ccccn1,-6%,-15,4%,-8%,0%,-11%,10%,2%,-11%,1%,-2%
COc1ccc(NC(=O)c2[nH]c(C)c(C(C)=O)c2C)cc1Cl,-11%,-16,?,4%,11%,?,17%,?,?,17%,10%
NC(=O)CC(NC(=O)Cc1ccc(Br)cc1)c1ccc(NCC2CC2)c([N+](=O)[O-])c1 (stereo unspecified),-3%,-82*,3%,-3%,/,-14%,8%,0%,-8%,-18%,5%
Cc1ccc(C(=O)Cn2c(C(=O)/C=C/c3ccccc3)nc3ccccc32)cc1,-16%,-11,17%,1%,?,-2%,15%,?,-10%,1%,18%
CC(C)CC(=O)Nc1nnc(-c2ccco2)s1,1%,13,?,?,-3%,?,14%,?,2.5µM*,?,2%
Cc1cccc(N(C(=O)c2csnn2)C(C(=O)NC2CCCC2)c2ccncc2)c1 (stereo unspecified),0%,-3,0%,-4%,9%,-28%,-5%,-1%,-2%,1%,10%
Cc1cc(O)c(S(=O)(=O)c2ccccc2)c(C)c1NS(=O)(=O)c1ccccc1,1%,-10,?,2%,69%[activator],-15%,-10%,-2%,-1%,-3%,16%
COc1cccc(C(=O)NC2CC3CCCC(C2)N3Cc2ccc(C)cc2)c1 (stereo unspecified),-4%[11.5 µM],-71*,7%,-4%,-18%,5%,-2%,10%,-4%,-6%,-6%
Cc1ccc(N2CC(C(=O)Nc3ccccc3N3CCCC3)CC2=O)cc1 (stereo unspecified),0%,25,-23%,18%,/,24%,5%,5%,-2%,-1%,1%

# High-throughput results: PubChem, National Center for Advancing Translational Sciences (NCATS)
